# SW480 rerep: inducers of DNA re-replication in SW480 colon cancer cells; AID 624297; Potency, µM (doses to about 46.1 µM), for inactives: at the highest dose re-replication activation, most hits filed as activators; SW480 DNA re-replication, Hoechst DNA content imaging, 48 h; 340,000 tested, 1.8% active; note: % of control where 0% means no effect; nearly all actives have a fitted effect of over 55% in size
#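 SW480 cells exposed to compounds for 48 hr at 37 C, 5% CO2, then Hoechst-stained 40 min. Nuclear DNA content imaged by fluorescence scanning (405 nm excitation, 500-530 nm emission); re-replication scored as increased high-intensity nuclei.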
# TDP-43 yeast inh: TDP-43 toxicity inhibition in yeast | TDP-43 expressing yeast growth rescue, BacTiter-Glo, 24 h | Potency, µM (top dose mostly 46.1 µM), for inactives: at the top dose growth rescue (activation), usual class: activators | 410,000 tested, 1.8% active; note: % of control where 0% means no effect; nearly all actives have a fitted effect of over 50% in size
#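 Readout is BacTiter-Glo luminescence of cell growth, so inhibitors register as activators. TDP-43-expressing yeast at OD600=0.02 in galactose medium, after raffinose pregrowth to mid-log, were incubated with compound for 24 hr at 30 deg C.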
# KB-3-1 tox: kills parental KB-3-1 adenocarcinoma cells | KB-3-1 viability, CellTiter-Glo ATP luminescence, 72 h | Potency, µM (titrated, usually from 46.1 µM), for inactives: at the highest dose activity change, negative = cytotoxic, actives largely listed as cytotoxic | 400,000 tested, 1.4% active | AID 1347075; note: % is set by controls: 0 for no effect and ±100 for the full control effect; nearly all actives have a fitted effect of over 60% in size
#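 Parental KB-3-1 adenocarcinoma cells in phenol-red-free DMEM with 10% FBS were pin-treated with compounds at several concentrations, incubated 72 h at 37 °C, and viability read by CellTiter-Glo luminescence; concentration-effect curves were fitted after normalization.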
# HT1080-NT tox: kills 2HG-producing HT-1080-NT fibrosarcoma cells | 360,000 tested, 1.6% active | HT-1080-NT fibrosarcoma viability, CellTiter-Glo ATP luminescence, 48 h | Potency, µM (highest dose often 46.1 µM), without a hit: at the highest dose activity, negative = less viability, usual class: cytotoxic | AID 686970;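 note: NT is the 2HG producing partner of a matched IDH1 knockdown line; 0% = DMSO-treated cells and -100% = media-only wells without cells; nearly all actives have a fitted effect of over 55% in size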
#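 Read-out is CellTiter-Glo luminescence after 10 minutes at room temperature, following 48 hours' compound treatment of HT-1080-NT cells (750 cells/well, RPMI, 5% FBS, 37 degrees C).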
# HT1080 IDH1KD tx: toxicity to HT-1080 IDH1 knockdown cells (counter line). HT-1080 IDH1 knockdown viability, ATP luminescence, 48 h. Potency, µM (top dose mostly 46.1 µM), inactives show at the highest dose activity, negative = toxicity, most hits filed as cytotoxic. 360,000 tested, 2% active. AID 686971;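 note: 0% = DMSO wells and -100% = cell-free medium wells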
#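 Luminescent ATP read-out (CellTiter-Glo, 10 min at room temperature) after 48 h compound exposure at 37 °C gave viability of IDH1-knockdown HT-1080 cells. Activity was normalised to DMSO and cell-free wells, then fitted as concentration-response curves.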
# HEK293 tox: cytotoxicity counter-screen for GLP-1 receptor inverse agonists | HEK293 cAMP-luciferase reporter cells, luminescence, 24 h | Potency, µM (highest dose often 38.3 µM), without a hit: at the top dose activity change, negative = inhibition, actives largely listed as inhibitors | 410,000 tested, 0.13% active;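 note: loss of luciferase light is scored as toxicity; % is set by controls: 0 for no effect and ±100 for the full control effect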
#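 Here, cytotoxicity is scored as loss of luminescence. The MLSMR collection was tested on cells seeded in medium containing 10% Nu serum, with a 24 hr compound exposure preceded by 12 hours of culture.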
# GLP1R ag: activates the human GLP-1 receptor | P43220 | HEK293 GLP-1R CRE-luciferase, luminescence, 4-6 h; cells express a hypersensitive GLP-1R form | Potency, µM (highest dose often 45.6 µM), for the others: at the highest dose activation, most hits filed as activators | 380,000 tested, 0.007% active | AID 624172; note: % of control where 0% means no effect
# Target sequence (P43220 whole entry, looked up): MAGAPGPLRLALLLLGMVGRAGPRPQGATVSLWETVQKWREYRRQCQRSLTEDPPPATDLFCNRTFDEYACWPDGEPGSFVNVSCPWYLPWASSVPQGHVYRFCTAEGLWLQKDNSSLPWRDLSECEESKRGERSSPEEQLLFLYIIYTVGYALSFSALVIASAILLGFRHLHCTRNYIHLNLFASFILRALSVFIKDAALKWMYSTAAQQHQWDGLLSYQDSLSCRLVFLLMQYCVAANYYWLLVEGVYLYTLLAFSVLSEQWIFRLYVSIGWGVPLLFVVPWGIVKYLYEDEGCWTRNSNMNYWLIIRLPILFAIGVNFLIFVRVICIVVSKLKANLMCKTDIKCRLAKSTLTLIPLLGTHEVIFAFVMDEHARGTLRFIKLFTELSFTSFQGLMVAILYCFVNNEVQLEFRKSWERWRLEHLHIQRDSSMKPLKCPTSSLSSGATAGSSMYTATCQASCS
# GLP-1R inv ag: acts as inverse agonist at human GLP-1 receptor. P43220. HEK293 GLP-1R CRE-luciferase, luminescence, 24 h; GLP-1R form is constitutively active. Potency, µM (titrated, usually from 38.3 µM), for inactives: at the top dose activity change, negative = inhibition, hits mostly inhibitors. 410,000 tested, 1.6% active. AID 624417; note: % is set by controls: 0 for no effect and ±100 for the full control effect; nearly all actives have a fitted effect of over 55% in size
#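 Assay principle: reduced luminescence from a cAMP-responsive reporter in HEK293 cells co-expressing a constitutively active GLP-1R. Conditions: 24 hr compound incubation, 37 deg C, 5% CO2.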
# KB-V1 cytotox: kills drug-selected multidrug resistant KB-V1 cells | KB-V1 MDR cells viability, CellTiter-Glo, 72 h | Potency, µM (doses to about 46.1 µM), without a hit: at the top dose activity change, negative = cytotoxicity, usual class: cytotoxic | 400,000 tested, 3.4% active; note: % is set by controls: 0 for no effect and ±100 for the full control effect; nearly all actives have a fitted effect of over 60% in size
#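 KB-V1, DMEM (no phenol red) + 10% FBS; cpd pin-transferred, titration series; 72 h, 37 degrees C; CellTiter-Glo, luminescence. Data normalized, curve-fit.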
# Active calls of the source: *; ? = inconclusive; / = not tested or not shown; & = joins results of further samples; [ ] = dose if it differs, or a comment. Calls come from the whole dose curve; as a rule, active = well fitted curve in the direction sought with a large enough effect; inconclusive = small, poorly fitted or top-dose-only effect, or another doubt; inactive = no such curve, though single readings can be large; an effect the other way counts as inactive or inconclusive. Potency is the fitted concentration of half-maximal effect.
# Second line of a record – SW480 rerep	TDP-43 yeast inh	KB-3-1 tox	HT1080-NT tox	HT1080 IDH1KD tx	HEK293 tox	GLP1R ag	GLP-1R inv ag	KB-V1 cytotox
> Cc1c(C(=O)OCC(=O)N2CCCC2)cccc1[N+](=O)[O-]
→ -20.5%	-19.4%	-16.0%	-11.3%	-6.4%	16.6%	5.1%	11.7%	-1.6%
> O=C(Nc1cccc([N+](=O)[O-])c1)ONC1=NCCCCC1
→ 1.5%	-17.5%	7.1%	18.8%	2.9%	0.4%	10.8%	11.0%	28.4%
> Cc1cc(C(=O)CN2CCCC(C)C2)c(C)n1-c1ccc(F)cc1 (stereo not given)
→ -11.5%	0.0%	-4.2%	-5.9%	-1.4%	-0.8%	-3.9%	?	?
> Cc1ccc(S(=O)(=O)NC(C)C(=O)NC2CCCCCC2)cc1 (stereo not given)
→ -0.1%	-1.4%	5.9%	17.6%	5.9%	-3.3%	-0.7%	2.8%	1.4%
> COc1ccc2oc(=O)c(C(=O)NCc3ccc(F)cc3)cc2c1
→ 1.9%	16.0%	19.7%	3.2%	-0.7%	0.4%	-6.9%	8.0%	-12.0%
> O=C1C(=O)N(c2ccccn2)C(c2cccc([N+](=O)[O-])c2)/C1=C(/O)c1ccc(Br)cc1 (stereo not given)
→ 5.0%	-8.1%	20.1%	-9.6%	-4.2%	0.0%	-6.2%	-0.1%	-3.6%
> NC(=O)NC(=O)C(c1ccccc1)N1CCN(S(=O)(=O)Cc2ccccc2)CC1 (stereo not given)
→ -3.5%	10.1%	/	-1.6%	-1.9%	-9.1%	-2.1%	6.3%	/
> CC(C)(C)OC(=O)N1CCC(NC(=O)c2[nH]cnc2C(=O)Nc2ccon2)CC1
→ -8.6%	20.7%	13.5%	-5.9%	-8.3%	10.0%	5.8%	73.4%[activator]	1.5%
> CCOc1ccc(OCC)c(NS(=O)(=O)c2ccc3c(c2)n(C)c(=O)c(=O)n3C)c1
→ 1.9%	0.0%	8.1%	6.9%	-12.9%	4.8%	-9.0%	6.2%	?
> CC(=O)Nc1ccc(C=Cc2ccc([N+](=O)[O-])cc2)cc1
→ /	17.5%	-0.5%	11.0%	6.9%	8.5%	-3.5%	9.1%	8.1%
> CCC(CC)C(=O)OCc1cc(=O)n2nc(C3CC3)sc2n1
→ /	-5.5%	-1.0%	/	/	-9.6%	/	27.9%	3.5%
> Cc1ccc2c(c1)C(=O)CC(O)(C(F)(F)F)O2 (stereo not given)
→ -10.8%[9.22 µM]	13.3%	9.2%	9.6%	9.4%	4.4%	-2.0%	12.9%	0.0%
> CC1=CCC2C(=O)N(c3cccc(C(=O)Nc4ccc(Cl)cc4)c3)C(=O)C2C1 (stereo not given)
→ -1.2%	?	12.2%	-5.1%	-17.2%	-0.3%	6.7%	?	0.0%
> CCC(C)NCCCOc1c(C)cc(C)cc1Br (stereo not given)
→ 16.4µM*	-14.4%	-13.2%	?	?	6.6%	4.8%	?	-2.2%
> Cc1ccc(Nc2c(-c3ccco3)nc3nc(C)cc(C)n23)cc1
→ -3.4%	-11.9%	-14.7%	-9.6%&-4.9%	-15.7%&1.0%	4.7%	3.9%	-26.0%	-7.9%
> Cc1ccc2oc(=O)c3cnn(CC(=O)N(C)c4ccc(F)cc4)c3c2c1
→ /	7.1%	0.0%	/	/	-2.7%	-1.1%	-2.1%	24.1%
> COc1ccc(NC(=S)N2CCCN(Cc3cccc(Cl)c3)C2)cc1
→ 12.7%	-13.4%	-0.9%	-12.3%	-13.8%	-5.7%	12.5%	8.91µM*	3.9%
> CC(=O)N(C)c1cc([N+](=O)[O-])ccc1OCc1ccccc1
→ -1.7%	?	-1.3%	0.0%	-3.9%	-48.3%	0.9%	-29.4%	20.6µM*
> COc1cc(C(=O)NC2CCN(Cc3nnnn3Cc3ccc(F)cc3)CC2)cc(OC)c1OC
→ -19.3%	5.6%	-0.6%	?	?	7.5%	10.5%	8.2%	1.0%
> O=C(COC(=O)CCC(=O)c1ccc(F)cc1)NC1CCCCC1
→ -26.9%	-13.9%	-5.7%	7.1%	10.8%	-4.0%	8.0%	1.0%	13.4%
> O=S(=O)(c1ccccc1)[C@@]1(c2ccc(Br)cc2)C[C@@H]2ON=C(c3ccccc3)[C@@H]2C1
→ -2.3%	?	?	5.0%	2.1%	1.9%	5.2%	?	-1.6%
> COc1ccccc1C1(CC(=O)Nc2nccs2)CCOC(C(C)C)C1 (stereo not given)
→ ?	5.0%	-27.9%	?	?	5.2%	1.4%	-17.7%	?
> O=C(CCCN1C(=O)c2ccccc2C1=O)N1CCOCC1
→ -3.2%	-7.8%	7.8%	11.4%	13.3%	-1.2%	10.6%	3.0%	0.0%
> CC1=C(c2ccc(C(C)C)cc2)S(=O)(=O)N=C1N1CCC(C(=O)NCc2ccccc2)CC1
→ /	23.2%	-7.1%	/	/	-0.8%	/	-18.7%	?
> Cc1cccc(C)c1OCC(O)CNS(=O)(=O)c1ccccc1C(=O)N1CCCCC1 (stereo not given)
→ 0.4%	?	-20.6%	-5.2%	-2.1%	-29.0%	23.7%	0.0%	4.61µM*
> CCN(CC)C(=S)SCc1csc(CC(=O)Nc2ccccc2C)n1
→ -2.0%	9.1%	-6.0%	-3.5%	-5.0%	0.7%	16.5%	?	-1.0%
> COc1ccc(-n2c3c(c(=O)[nH]c2=O)C(NC(=O)c2ccccc2Cl)(C(F)(F)F)C(=O)N3)cc1 (stereo not given)
→ /	3.7%	7.2%	/	/	0.0%	/	7.7%	0.0%
> CCn1cc(-c2csc(N)n2)c(C)n1
→ 27.2%	-3.6%	-3.4%	12.9%	-2.0%	1.0%	0.4%	13.0%	4.3%
> CC(OC(=O)c1nn(C(C)C)c(=O)c2ccccc12)C(=O)Nc1ncc(Cl)cc1Cl (stereo not given)
→ -6.7%	11.5%	5.2%	1.1%	-0.5%	20.7%	0.9%	21.0%	-2.8%
> O=S(=O)(Nc1ncccn1)c1ccc(NC(=S)NCc2cccnc2)cc1
→ 1.5%	-28.5%	1.1%	20.8%	20.3%	0.6%	-0.3%	3.7%	7.7%
> O=S(Cc1ccccc1)CC(O)(c1ccc(Cl)cc1)c1ccc(Cl)cc1 (stereo not given)
→ ?	-22.9%	?	?	?	?	-10.0%	?	20.6µM*
> N=c1c2c(ncn1CCCO)Oc1c(ccc3ccccc13)C2c1ccccc1 (stereo not given)
→ ?	-3.8%	?	?	-29.6%	?	0.5%	?	16.4µM*
> CCn1c2ccccc2c2cc(NC(=O)CSc3nnnn3-c3ccccc3)ccc21
→ 0.3%	-3.8%	1.4%	-10.5%	-20.1%	-7.5%	-23.7%	1.1%	1.9%
> Cc1cc(C(=O)OCC(=O)Nc2nnc(C(C)C)s2)c2ccccc2n1
→ 0.9%	15.4%	0.5%	-8.4%	0.7%	6.1%	0.2%	6.8%	-17.8%
> CCCC(=O)N1CCc2cc(OC)c(OC)cc2C1COc1ccccc1OC (stereo not given)
→ 18.6%	/	-0.2%&5.3%	-5.6%	-0.1%	-2.7%&2.1%	9.0%&16.7%	48.0%&30.2%[activator]	-9.0%&-15.2%
> CCOC(=O)Cn1c(=N)n(CCOc2ccc(OC)cc2)c2ccccc21
→ -0.1%	14.6%&1.9%	-2.7%&13.6%	0.5%	9.7%	-7.4%&8.4%	7.3%	4.7%&17.2%	?
> CCCc1cc(=O)[nH]c(SCC(=O)Nc2ccc(C(=O)Nc3ccccc3OC)cc2)n1
→ 3.3%	19.0%	14.7%	1.9%	-0.8%	6.4%	0.4%	0.0%	16.1%
> Cc1cc2[nH]c3ccccc3c2cn1
→ -8.8%	6.8%	1.4%	-8.0%	-8.7%	-7.3%	15.0%	4.3%	?
> CN1CCN(S(=O)(=O)c2cccc(C(=O)Oc3ccc(C(C)(C)C)cc3)c2)CC1
→ 3.3%	13.2%	11.0%	-0.8%	-1.2%	-6.5%	-13.5%	14.4%	-6.4%
> CCC(C)C(=O)Nc1nccs1 (stereo not given)
→ 1.46µM*	-25.1%	14.4%	7.9%	3.0%	4.5%	?	-2.9%	3.5%
> O=S(=O)(NCC1CCCO1)c1cccc(C(F)(F)F)c1 (stereo not given)
→ -10.9%	16.2%	3.7%	4.7%	14.5%	-1.8%	-0.7%	3.8%	23.1%
> COC(=O)c1ccc(SCC(=O)N2CCC(C)CC2)c([N+](=O)[O-])c1
→ -31.1%[inhibitor]	?	-2.7%	-2.7%	-4.5%	-18.4%	8.9%	-29.1%	14.6µM*
> CC1=CC2=NC(=O)/C(=C\c3cn(C)c4ccccc34)C(=N)N2O1
→ -2.4%	-3.5%[9.22 µM]	7.9%	-15.4%	1.2%	145.0%[activator]	3.6%	16.5%	1.4%
> C#CCOC(=O)CN1C(=O)c2cccc3cccc(c23)C1=O
→ -3.2%	7.1%	-0.9%	-1.2%	-1.0%	4.8%	1.6%	-3.0%	-5.6%
> CCOCCCNC(=O)C(NC(=O)CNC(C)=O)c1ccc(C)cc1 (stereo not given)
→ -0.6%	-2.2%	-3.2%	-2.1%	-1.4%	6.3%	-0.4%	3.7%	18.9%
> Nc1c(C(=O)N2CCOCC2)sc2nc(N3CCOCC3)c3c(c12)CCCC3
→ -10.9%	20.1%	6.0%	8.6%	-1.0%	1.3%	17.5%	23.4%	-27.3%

# Complete entries from above.
# Nc1c(C(=O)N2CCOCC2)sc2nc(N3CCOCC3)c3c(c12)CCCC3 across the screens: SW480 rerep: -10.9%; TDP-43 yeast inh: 20.1%; KB-3-1 tox: 6.0%; HT1080-NT tox: 8.6%; HT1080 IDH1KD tx: -1.0%; HEK293 tox: 1.3%; GLP1R ag: 17.5%; GLP-1R inv ag: 23.4%; KB-V1 cytotox: -27.3%
# C#CCOC(=O)CN1C(=O)c2cccc3cccc(c23)C1=O across the screens: SW480 rerep: -3.2%; TDP-43 yeast inh: 7.1%; KB-3-1 tox: -0.9%; HT1080-NT tox: -1.2%; HT1080 IDH1KD tx: -1.0%; HEK293 tox: 4.8%; GLP1R ag: 1.6%; GLP-1R inv ag: -3.0%; KB-V1 cytotox: -5.6%

# High-throughput results as filed in PubChem.
